# Source: PubChem BioAssay
# TbREL1 primary = TbREL1 inhibition, primary screen; TbREL1 RNA ligation, FRET fluorescence; P86926; inhibition, % at 9.66 µM; 0.49% of 89,000 active;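 active means inhibition above the mean inhibition across all screened compounds plus 3 SD, cut at about 11% in these data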;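 further: 0% = plate median of test wells and 100% = NSC42067 control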
# Target sequence (P86926 whole entry, looked up): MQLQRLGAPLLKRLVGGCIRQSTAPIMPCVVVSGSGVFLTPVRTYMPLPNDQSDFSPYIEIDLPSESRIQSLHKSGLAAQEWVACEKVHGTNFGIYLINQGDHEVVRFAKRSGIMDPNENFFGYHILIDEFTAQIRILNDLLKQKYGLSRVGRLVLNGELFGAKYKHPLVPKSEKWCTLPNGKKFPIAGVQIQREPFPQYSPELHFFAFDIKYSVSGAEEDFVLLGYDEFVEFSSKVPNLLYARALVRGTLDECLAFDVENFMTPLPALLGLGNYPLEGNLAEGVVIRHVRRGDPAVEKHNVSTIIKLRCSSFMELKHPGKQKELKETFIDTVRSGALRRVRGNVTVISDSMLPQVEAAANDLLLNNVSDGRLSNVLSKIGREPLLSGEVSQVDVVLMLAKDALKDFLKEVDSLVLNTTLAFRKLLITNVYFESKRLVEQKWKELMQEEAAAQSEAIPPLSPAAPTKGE
# Starred values were filed as active, the others as inactive. Only part of the results is shown (hit frequency here may not be typical).
Structure,TbREL1 primary
NP(=O)(OCC(F)(F)F)Oc1ccc(Cl)cc1 (configuration not stated),0
CC(C)C(NC(=O)OCc1ccccc1)P(=O)(Oc1ccccc1)Oc1ccccc1 (configuration not stated),-3
Cc1nn(Cc2ccccc2)c(Cl)c1C(=O)O,-4
Cn1c(O)c(C=Nc2ccc(F)cc2)c(=O)[nH]c1=O,-1
O=C1CN=C(c2ccccc2)c2oc3ccc(Br)cc3c2N1,-2
COC(=O)C1=C(c2cccc(OCc3ccccc3)c2)C[C@@H]2CC[C@H]1N2C(=O)NNCc1ccccc1,0
Clc1ccc2c(c1)C(c1ccccc1Cl)=NCc1nncn1-2,1
COc1ccccc1N1CCN(Cc2cccc(OC)c2O)CC1,-3
COC(=O)C1=C(c2ccc(C(C)=O)cc2)C[C@@H]2CC[C@H]1N2C(=O)NCc1ccc2c(c1)OCO2,1
C[C@]12CCC3C(CC[C@H]4C[C@@H](O)CC[C@]34C)C1C[C@@H](O)[C@H]2O (some centres not stated),-2
Cc1cc(N2CCCC2)ccc1C=C(C#N)C#N,-3
CCC(=Nc1cc(OC)ccc1OC)c1c(O)[nH]c(=O)[nH]c1=O,-3
COc1ccc(-n2nnnc2C(c2ccccc2OC(F)(F)F)N2CCC(n3c(=O)[nH]c4ccccc43)CC2)cc1 (configuration not stated),0
COP(=O)(OC)C(NC(=O)C(C)(C)C)=C(Cl)Cl,7
CC1(C)Cc2c(sc3c2C(=O)NC(c2cccnc2)N3)CO1 (configuration not stated),-3
O=c1[nH]c(=O)n(C2CCCCCC2)c(O)c1C=NC1CCN(Cc2ccccc2)CC1,-1
Nc1ccc2nonc2c1[N+](=O)[O-],-5
CN1CCN(c2ccc(NC(=O)C(C)(C)C)cc2)CC1,-1
Cc1ccc(CN2CCN(CC(=O)N3CCC4(CC3)OCCO4)C2=O)cc1,-3
CCCCP(=O)(O)CCC(=O)O,0
Cc1ccc(S(=O)(=O)N(C)c2ccc(C(=O)NCC3(N(C)C)CCCCC3)cc2)cc1,2
CC(C)CCn1c(=O)c(C(=O)NCc2ccc3c(c2)OCO3)c(O)c2ccccc21,-1
O=C(Nc1cccc(Cl)c1)c1c(O)c2c(n(Cc3ccco3)c1=O)CCCC2,5
CCOC(=O)c1cc(CC)sc1/N=C/C1C(=O)NC(=S)NC1=O,-1
COC(=O)C1=C(c2cccc(OCc3ccccc3)c2)C[C@@H]2CC[C@H]1N2C(=O)NCc1ccc(C(C)(C)C)cc1,-2
Cc1ccc(N2C(=O)NC(=O)/C(=C/c3ccc(OC(=O)c4cccs4)cc3)C2=O)cc1,5
CCC(=NCCCN(CC)CC)c1c(O)n(C2CCCCC2)c(=O)[nH]c1=O,-2
Cc1cccc(C)c1NC(=O)c1cccn(Cc2ccc3c(c2)OC(F)(F)O3)c1=O,1
Cc1ccccc1-n1c(O)c(/C=N/N2CCOCC2)c(=O)[nH]c1=S,-2
O=c1[nH]c(=O)n(Cc2ccc(F)cc2)c(O)c1C=NCC1CCCO1 (configuration not stated),-2
COC(=O)C1=C(c2ccc(F)cc2OCc2ccccc2)C[C@@H]2CC[C@H]1N2C(=O)NCc1ccccc1OC,-2
CCCCCn1c(=O)c(C(=O)NCc2ccccn2)c(O)c2ccccc21,1
O=C(CCN1CCOCC1)NCC(=O)Nc1ccc(Br)cc1C(=O)c1ccccc1,-2
Cc1ccc(Cl)cc1-n1c(O)c(C=NCCCN2CCOCC2)c(=O)[nH]c1=O,1
COC(=O)C1=C(c2ccc(-c3ccccc3)c(F)c2)C[C@@H]2CC[C@H]1N2C(=O)NCCOc1ccc(OC)cc1,-2
Nc1ccc(S(=O)(=O)N2CC3CC(C2)c2cccc(=O)n2C3)cc1 (configuration not stated),0
Cc1cc(C(=O)OCC(=O)Nc2ccc(F)cc2F)c(C)n1C1CC1,-6
CCOC(=O)[C@]12Cc3cc(C)ccc3[C@H]1N(C1CCCCC1)C(=O)c1ccccc12,6
CCCCNC(=O)c1c(N)n(CCCOC)c2nc3ccccc3nc12,12*
CCOC(=O)c1ccc(N2C(=O)CC(N3CCC(C#N)(c4ccccc4)CC3)C2=O)cc1 (configuration not stated),0
C=C1[C@@H](C)C2[C@H](Cc3ccccc3)NC(=O)[C@]23[C@H](OC(C)=O)/C=C/[C@@](C)(O)C(=O)[C@@H](C)C/C=C/[C@H]3[C@@H]1O (some centres not stated),-4
Cc1cccc(OP(=O)(Nc2ccc(F)cc2)Oc2cccc(C)c2)c1,2
O=C(N/N=C/c1c(O)n(C2CC2)c(=S)[nH]c1=O)c1ccccc1O,2
COC(=O)C1=C(c2ccc(OCc3ccccc3)cc2)C[C@@H]2CC[C@H]1N2C(=O)NCc1ccc(OC)c(OC)c1,3
CCC12CN3CC(CC)(CN(C1)C3c1cccnc1)C2=O (configuration not stated),-1
CCOP(=O)(OCC)C(NC(=O)NC)C(N)=O (configuration not stated),3
O=C1c2ccccc2-n2nnnc2C2c3ccccc3-n3nncc3CN12 (configuration not stated),2
Cc1ccc(NC2=NCCCS2)c(C)c1C,8
c1ccc2oc(-c3ccc4c(c3)CNCc3cnnn3-4)cc2c1,1
Clc1ccccc1C1NCc2ccccc2-n2cccc21 (configuration not stated),-4
C=CCNC(=S)N1Cc2cc(Br)ccc2-n2nncc2C1,-3
CCOC(=O)c1[nH]c(C)c(C(=O)N2CCC3(CC2)OCCO3)c1C,-1
Oc1ccc(/C=N/NP(=S)(c2ccccc2)c2ccccc2)cc1,1
C#CCOCOCC#CCN(CC)CC,-4
O=[N+]([O-])c1ccc(N2CCCNCC2)c2ncccc12,3
COc1ccc(-c2nc3ccc(Br)cn3c2CC(=O)N2CCCC2)cc1OC,4
CN1[C@H]2CC[C@@H]1C(C(=O)N1CCOCC1)=C(O)C2,0
COC(=O)C1=C(c2ccc(-c3ccccc3)c(F)c2)C[C@@H]2CC[C@H]1N2C(=O)NCCOc1ccccc1,-3
Cc1cccc(-n2c(-c3ccco3)nc3ccccc3c2=O)n1,2
Cc1ccccc1N1C(=O)NC(=O)/C(=C\c2cc(Br)c(N3CCOCC3)o2)C1=O,1

# More results:
Structure,TbREL1 primary
CCC(C(=O)Nc1ccc(Cl)cc1)N1CCCC1=O (configuration not stated),-1
COC(=O)C1=C(c2ccc(F)cc2OCc2ccccc2)C[C@@H]2CC[C@H]1N2C(=O)NCCCc1ccccc1,2
COC(=O)C(O)(c1ccc(N=Cc2ccccc2O)c(C)c1)C(F)(F)F (configuration not stated),1
CCOC(=O)N(c1ccccc1)P1(=S)OCC(C)O1 (configuration not stated),1
Cc1ncoc1C(=O)NCC1=C(c2ccc(S(C)(=O)=O)cc2)C[C@@H]2CC[C@H]1N2CCOc1ccccc1,-1
Nc1c(C(=O)NCc2ccco2)c2nc3ccccc3nc2n1CCN1CCOCC1,6
CCCCNC(=O)NC(C(N)=O)P(=O)(OCC)OCC (configuration not stated),3
C=Cc1ccc(Cn2c(C(=O)O)c(C=O)c3ccccc32)cc1,-1
Cc1ccc(C(O)(C(=O)OC(C)C)C(O)c2ccc(F)cc2)cc1 (configuration not stated),3
CCN(CC)CCN1Cc2ccccc2C1=N,0
CCC(C)N1Cc2ccccc2C1=N (configuration not stated),-3
COC(=O)C1=C(c2ccc(F)cc2OCc2ccccc2)C[C@@H]2CC[C@H]1N2C(=O)NCc1ccc(C(F)(F)F)cc1,2
C[C@H]1COc2cccc(N3CCN(C)CC3)c2S(=O)(=O)N1,1
O=C1CN(O)C(c2ccccc2Cl)=c2cc(Br)ccc2=N1,3
CC(=NCCCn1ccnc1)c1c(O)n(-c2ccccc2)c(=O)[nH]c1=O,1
C#C[C@]1(O)CCC2C3C(=O)C=C4C=CCC[C@]4(C)C3CC[C@@]21C (some centres not stated),3
Cc1ccc2c(c1)N(CCC(=O)N1CCC3(CC1)OCCO3)C(=O)CO2,-1
COC(=O)C1=C(c2cccc(OC)c2OC)C[C@@H]2CC[C@H]1N2C(=O)NCCS(C)=O (some centres not stated),0
CCC(=O)c1cn(Cc2ccccc2C#N)c2ccccc12,-1
C[C@]12CC[C@@H](O)CC1=CC(=O)C1C2CC[C@]2(C)C(=O)CCC12 (some centres not stated),-4
O=C(c1cc(S(=O)(=O)N2CCOCC2)ccc1F)N1CCC2(CC1)OCCO2,1
Cc1oc(-c2ccccc2F)nc1CS(=O)CC(=O)N1CCC2(CC1)OCCO2 (configuration not stated),-1
COc1ccc2c(c1)CC1(CN2C)C(=O)NC(=O)N(CCc2ccccc2)C1=O (configuration not stated),-3
Cc1cc(C=C2C(=O)N(C)C(=S)N(C)C2=O)c(C)n1-c1cccnc1,6
COc1ccc(C2NCCc3[nH]cnc32)cc1 (configuration not stated),0
CN1CCC(=O)N(CCN=[N+]=[N-])CC1,1
CCC(=NCCCn1ccnc1)c1c(O)n(Cc2ccccc2)c(=O)[nH]c1=O,5
O=c1[nH]c(O)c(C=Nc2cc(F)cc(F)c2)c(=O)[nH]1,2
Cc1nn(Cc2ccccc2)c(C)c1C(=O)OCC(=O)Nc1cc(S(C)(=O)=O)ccc1Cl,-3
COC(=O)C1=C(c2ccc(OC)c(OC)c2)C[C@@H]2CC[C@H]1N2C(=O)NCc1ccco1,5
CSCc1nnc2n1-c1ccc(Cl)cc1C(c1ccccc1)=NC2,0
COC(=O)C1=C(c2ccc(Cl)c(C(F)(F)F)c2)C[C@@H]2CC[C@H]1N2C(=O)NC1CC1,-1
Cc1ccc(-c2cc(-c3ccc(C)cc3)[n+](-c3ccc(C(=O)[O-])cc3)c(-c3ccc(C)cc3)c2)cc1,2
C[N+]12CCC(CC1)C(C#N)(N1CCOCC1)C2 (configuration not stated),-3
Cn1c(O)c(/C=N/N2CCOCC2)c(=O)n(C)c1=S,-1
COC(=O)C1=C(c2ccc(C(C)=O)cc2)C[C@@H]2CC[C@H]1N2C(=O)NCCOc1ccccc1Cl,-1
CCc1n[nH]c(CCN)n1,0
COC(=O)c1ccc(NC(=O)NC(=O)Oc2ccccc2)cc1,-1
COc1cc2c(cc1OC)C1[C@H]3C(=CC[C@H]1OC2O)CCN3C (some centres not stated),-4
C[N+]1(CC2COC(c3ccco3)O2)CCCCC1 (configuration not stated),5
CCCC(C)C(=O)NC1CCSC1=O (configuration not stated),0
CC1NCCC2(O)CCCCC12 (configuration not stated),6
O=c1[nH]c2ccccc2n1C1CCN(C(c2nnnn2-c2ccc3c(c2)OCCO3)C2CC2)CC1 (configuration not stated),-3
COC(=O)C1=C(c2ccc(Cl)c(C(F)(F)F)c2)C[C@@H]2CC[C@H]1N2C(=O)N1CCC(O)(c2ccc(Cl)cc2)CC1,1
Oc1cccc(/C=N/NP(=S)(c2ccccc2)c2ccccc2)c1,2
O=C1NCN(c2ccccc2)C12CCN(C(c1cccc3ccccc13)c1nnnn1Cc1ccccc1)CC2 (configuration not stated),1
Cn1cccc1/C=C1/C(=O)NC(=O)N(Cc2ccccc2)C1=O,1
CCCCC(CC)CNCC(O)c1ccccc1 (configuration not stated),6
COP(=O)(Sc1ccccc1)C(Cc1ccccc1)NC(=O)OCc1ccccc1 (configuration not stated),1
O=P(O)(Oc1ccccc1)OC(c1ccccc1)C(F)(F)C(F)(F)F (configuration not stated),1
CN1CCN(CCC(=O)OC2CC3CCC(C2)N3C)CC1 (configuration not stated),0
Cc1cc(N(CCCl)CCCl)ccc1/C=N/NC(=O)c1ccco1,-1
NC(Cc1ccc(Cl)cc1)c1csc(Nc2ncccn2)n1 (configuration not stated),6
CC12CN3CC(C)(CN(C1)P3(=O)Oc1ccccc1)C2=O (configuration not stated),2
CCN1c2nc3c(C)cccn3c(=O)c2CC2(C(=O)N(C)C(=O)N(C)C2=O)C1C (configuration not stated),-3
O=C(c1cccs1)C1CN2CCC1CC2 (configuration not stated),-1
Cc1cc(Oc2cc(NN3CCCCC3)c([N+](=O)[O-])cc2[N+](=O)[O-])ccc1[N+](=O)[O-],3

# Filtered by structure: the entries above containing a Cl atom (16)
Structure,TbREL1 primary
NP(=O)(OCC(F)(F)F)Oc1ccc(Cl)cc1 (configuration not stated),0
Cc1nn(Cc2ccccc2)c(Cl)c1C(=O)O,-4
Clc1ccc2c(c1)C(c1ccccc1Cl)=NCc1nncn1-2,1
COP(=O)(OC)C(NC(=O)C(C)(C)C)=C(Cl)Cl,7
O=C(Nc1cccc(Cl)c1)c1c(O)c2c(n(Cc3ccco3)c1=O)CCCC2,5
Cc1ccc(Cl)cc1-n1c(O)c(C=NCCCN2CCOCC2)c(=O)[nH]c1=O,1
Clc1ccccc1C1NCc2ccccc2-n2cccc21 (configuration not stated),-4
CCC(C(=O)Nc1ccc(Cl)cc1)N1CCCC1=O (configuration not stated),-1
O=C1CN(O)C(c2ccccc2Cl)=c2cc(Br)ccc2=N1,3
Cc1nn(Cc2ccccc2)c(C)c1C(=O)OCC(=O)Nc1cc(S(C)(=O)=O)ccc1Cl,-3
CSCc1nnc2n1-c1ccc(Cl)cc1C(c1ccccc1)=NC2,0
COC(=O)C1=C(c2ccc(Cl)c(C(F)(F)F)c2)C[C@@H]2CC[C@H]1N2C(=O)NC1CC1,-1
COC(=O)C1=C(c2ccc(C(C)=O)cc2)C[C@@H]2CC[C@H]1N2C(=O)NCCOc1ccccc1Cl,-1
COC(=O)C1=C(c2ccc(Cl)c(C(F)(F)F)c2)C[C@@H]2CC[C@H]1N2C(=O)N1CCC(O)(c2ccc(Cl)cc2)CC1,1
Cc1cc(N(CCCl)CCCl)ccc1/C=N/NC(=O)c1ccco1,-1
NC(Cc1ccc(Cl)cc1)c1csc(Nc2ncccn2)n1 (configuration not stated),6
